# VEEV TC-83 Vero – inhibitors of VEEV TC-83 cytopathic effect, confirmation, Vero cells (AID 588727) | Vero cells, VEEV TC-83 cytopathic effect inhibition; higher % means a stronger effect | one-dose inhibition, % at 20 µM; IC50 in µM for titrated hits | actives 0.13% (n = 350,000); in the data active = a potency from the dose series; note: strong numbers were not always called active
# PhoP GFP inhibition – PhoP regulon inhibitors, Salmonella typhi PhoP promoter GFP reporter, confirmatory (AID 1850); Salmonella Typhi PhoP-promoter GFP reporter, fluorescence, 4 h; higher % means a stronger effect; one-dose inhibition, % at 50 µM; IC50 in µM for titrated hits; actives 0.33% (n = 310,000); in the data active = a potency from the dose series;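 note: 0% = induced wells with vehicle and 100% = uninduced wells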
# H37Rv inhibition – M. tuberculosis growth inhibition, HTS (AID 449762); M. tuberculosis H37Rv growth inhibition, 7H9 media; higher % means a stronger effect; inhibition, % at 25 µM; hits with a dose series show IC50 in µM; actives 0.59% (n = 330,000); in the data active = a potency from the dose series;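 note: bacterial growth assessed after seven days of incubation; strong numbers were not always called active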
# influenza NS1A – NS1A inhibition, H1N1 influenza, cell based functional assay (AID 504329); actives 0.3% (n = 340,000); NS1A functional cell-based assay, percent inhibition; higher % means a stronger effect; inhibition, % at 12.5 µM; hits with a dose series show IC50 in µM; in the data active = a potency from the dose series; note: strong numbers were not always called active
# M. tuberculosis – growth inhibition of non-replicating M. tuberculosis (AID 488890) | Mycobacterium tuberculosis non-replicating, growth inhibition; higher % means a stronger effect | inhibition, % at 25 µM, or IC50 in µM where a hit was titrated | actives 0.39% (n = 320,000); in the data active = a potency from the dose series;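 note: plate controls were DMSO cells for no effect and high antibiotic wells for full effect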
# VEEV TC-83 Vero 10K pilot screen – recorded beside VEEV TC-83 Vero, whose call it bears; inhibition, %; measured here: 10K pilot screen inhibition
# An asterisk follows results filed as active; i = inactive; . = no result given.
SMILES,VEEV TC-83 Vero,PhoP GFP inhibition,H37Rv inhibition,influenza NS1A,M. tuberculosis,others
COc1cc2c(cc1OC)C(c1ccsc1)CC(=O)N2 (stereo not given),7.3%,-7%,2%,2%,-1%,
CCOC(=O)c1ccc([N+](=O)[O-])cc1NC(C)=O,i,-7%,4%,-2%,-5%,
CC1CCCN(CCCNC(=O)CN2C(=O)CSc3ccc(S(=O)(=O)N4CCOCC4)cc32)C1 (stereo not given),2.0%,0%,-2%,-9%,9%,
COc1ccc(/C=C/C(=O)NCCC(=O)N2CCCN(C)CC2)cc1,i,17%,-6%,4%,1%,
CCCCN1CC(COc2ccccc2)OC1=O (stereo not given),0.2%,-8%,-3%,-1%,.,
COc1ccccc1/C=N/NC(=O)c1ccc(=O)n(C)c1,0.6%,2%,-7%,6%,7%,
Cn1ccnc1SCC(=O)Nc1ccc(SC(F)F)cc1,4.0%,.,-7%,-8%,6%,
CCN(CC)C(=O)[C@H]1CC(CC(=O)NCCN2CCOCC2)C(=O)N2CCc3c([nH]c4ccccc34)[C@]12C (stereo not given in full),i,.,-6%,-6%,0%,
O=C(O)CCC(=O)Nc1nc2nc(-c3ccccc3)cc(-c3ccccc3)n2n1,1.3%,-6%,-10%,0%,-7%,
O=C(c1ccco1)N1CCN(C(c2coc3ccc(Cl)cc3c2=O)c2nnnn2C2CCCC2)CC1 (stereo not given),i,1%,5%,4%,6%,
COc1ccc2sc(-c3ccc(N(C)C)cc3)c(C#CCO)c2c1,4.6%,.,65%,-17%,68%,
CSc1nc(Cl)c(Cc2ccc(OCC(C)C)cc2)c(N2CCOCC2)n1,i,-4%,9%,-11%,7%,VEEV TC-83 Vero 10K pilot screen=0.0
CCCCN1C(=O)NC(=O)C2(Cc3cc(C)ccc3N(C)C2)C1=O (stereo not given),i,10%,-4%,2%,14%,
COc1ccc(NC(=S)Nc2cc(C)cc(C)n2)cc1OC,0.6%,-7%,-2%,-5%,-8%,
COC(=O)CN(C(=S)Nc1ccc(F)cc1)C1CC(=O)N(c2ccccc2)C1=O (stereo not given),1.1%,-3%,5%,4%,-9%,
CCOC(=O)C1CCN(Cc2nc3ccc([N+](=O)[O-])cc3c(=O)n2-c2ccc(OC)cc2OC)CC1,6.0%,0%,-2%,-7%,7%,
COc1cccc(C(=O)N2C(C(=O)O)CSC2c2ccccc2Cl)c1 (stereo not given),1.6%,5%,0%,8%,-16%,
COc1ccc(-c2n[nH]c(C)c2-c2cnn(-c3ccccc3)c2)c(O)c1,i,1%,-4%,-4%,7%,
CCOC(=O)N1CCC(NC(=O)C2CCCCN2S(=O)(=O)c2ccc(F)cc2)CC1 (stereo not given),i,-5%,-5%,3%,.,
Cc1cc(C)cc(C(=O)Oc2cc(C)[nH]c(=O)c2[N+](=O)[O-])c1,2.0%,7%,6%,-8%,5%,
CCCOc1ccc(C(=O)CCC(=O)Nc2ccc(N3CCN(C)CC3)cc2)cc1,1.5%,.,0%,2%,37%,
C/C(=N\NC(=O)c1c(Br)c(C)nn1C)c1ccc(NC(=O)c2ccoc2C)cc1,1.1%,28%,-3%,2%,6%,
Cc1ccc(C(=O)NNC(=O)COc2ccc(Cl)cc2C)o1,3.8%,.,-8%,-9%,.,
NNc1ccc(Cl)nn1,3.9%,4%,-14%,2%,-12%,
CC(C)(CNC(=O)CNC(=O)C1CCCCC1)N1CCOCC1,0.8%,.,4%,-3%,-13%,
# The list goes on:
SMILES,VEEV TC-83 Vero,PhoP GFP inhibition,H37Rv inhibition,influenza NS1A,M. tuberculosis,others
Cc1ccccc1NS(=O)(=O)c1ccc(Cl)cc1,2.4%,10%,1%,-2%,-31%,
O=C(CN1C(=O)NC(c2ccccc2)(c2ccccc2)C1=O)NC1CCCC1,1.9%,.,-3%,-6%,4%,
COc1ccccc1OCCNC(=O)C1CC(=O)N(Cc2ccc(C)cc2)C1 (stereo not given),2.7%,4%,-1%,-8%,4%,
Cc1ccc2c(c1)CCCN2CC(=O)Nc1cc(S(=O)(=O)N2CCCC2)ccc1Cl,1.3%,.,-6%,10%,28%,
CC(=O)NCCNC(=O)CCNC(=O)c1ccc(Cl)cc1,i,1%,-5%,-3%,-4%,
O=C(CC1Nc2ccccc2NC1=O)Nc1ccccc1NC(=O)CC1Nc2ccccc2NC1=O (stereo not given),.,-16%,-3%,.,-1%,
COc1ccccc1C1CC(=O)NC(C)=C1C(=O)OCC1CCCO1 (stereo not given),1.9%,8%,-1%,3%,-6%,
CC(C)(C)OC(=O)N1CCC(C(=O)N[C@H](C(=O)O)c2ccccc2)(c2ccccc2)CC1,i,-11%,-2%,-2%,-33%,
CCOc1ccc(/C(C)=N/NC(=O)c2nnn(-c3nonc3N)c2-c2cccs2)cc1,0.8%,-14%,11%,-3%,8%,
CCOc1ccc(C2c3c(oc4ccccc4c3=O)C(=O)N2CCCN2CCOCC2)cc1 (stereo not given),i,-4%,1%,-13%,6%,
COC(=O)c1sccc1N/N=C/c1cccc(Oc2ccccc2)c1,2.2%,0%,9%,-2%,48%,
CC1(c2ccc3ccccc3c2)CCC(=O)O1 (stereo not given),0.7%,.,.,-3%,.,
COc1ccc(Cl)cc1S(=O)(=O)N1CCN=C1c1ccccc1,2.0%,11%,15%,11%,16%,
N#CC1=C(N)NC(SCC(=O)c2ccc(Cl)cc2)=C(C#N)C12CCCC2,2.6%,-3%,29%,-7%,14%,
CC1(C)Cc2cccc(OCC(=O)N3CCN(S(=O)(=O)c4ccccc4)CC3)c2O1,4.2%,-1%,0%,6%,-4%,
CCCNc1nc(C)cc(-c2cc(-c3ccc(Cl)cc3)on2)n1,i,-5%,1%,-144%,0%,
CCOc1cc2[nH]c(=S)n(Cc3ccc(C(=O)N4CCN(C)CC4)cc3)c(=O)c2cc1OCC,i,-15%,-1%,13%,12%,
CN(N)c1ccc2c(C(F)(F)F)cc(C(F)(F)F)nc2n1,1.6%,4%,-1%,1%,12%,VEEV TC-83 Vero 10K pilot screen=1.9
COc1ccc(S(=O)(=O)Nc2ccc3c(c2)C(=O)N([C@@H](C)CO)C[C@H](C)[C@H](CN(C)S(=O)(=O)c2ccc(F)cc2)O3)cc1,0.1%,.,9%,-3%,53%,
COc1ccc(/C=N/NC(=O)c2ccoc2C)cc1CN1CCN(c2ccc(F)cc2)CC1,0.2%,14%,1%,-7%,24%,
Cc1c(NC(=O)/C=C/C(=O)O)cccc1[N+](=O)[O-],2.1%,1%,0%,-1%,-24%,
O=C(O)Cc1ccc(NC(=S)Nc2cccc(Cl)c2Cl)cc1,0.2%,1%,-1%,-5%,-3%,
Cc1ccc(S(=O)(=O)CCSc2n[nH]c(=O)n2-c2ccccc2)cc1,6.8%,-5%,1%,.,20%,
COc1cc(OC)c(C(=O)Nc2cc(S(=O)(=O)N3CCOCC3)ccc2N2CCN(C)CC2)cc1OC,8.1%,.,.,2%,.,
COc1ccc(NC(=O)Nc2ccc(C(=O)N3CCOCC3)cc2)cc1OC,1.1%,-10%,-7%,3%,-8%,
# Going on with the list:
SMILES,VEEV TC-83 Vero,PhoP GFP inhibition,H37Rv inhibition,influenza NS1A,M. tuberculosis,others
CCN(CC)CCC(c1cc(OC)c(OC)c(OC)c1)c1c(OC)cc(OC)c2c(-c3ccccc3)cc(=O)oc12 (stereo not given),i,4%,67%,-2%,20%,
CCOC(=O)COc1nc(C)c(Br)c(OC)n1,1.1%,3%,5%,1%,73%,
COc1nc(-c2ccccc2Cl)ccc1C#N,i,-1%,5%,14%,14%,
CS(=O)(=O)N(CC(=O)N1CCCCC1)Cc1ccccc1,0.7%,3%,-4%,-1%,-3%,
COc1cccc(NC(=O)c2sc3nc4n(c(=O)c3c2C)CCC4)c1,4.1%,3%,-1%,16%,7%,
O=S(=O)(CCN1CCCCC1)CCS(=O)(=O)CCN1CCCCC1,i,.,.,7%,.,
COC(=O)c1[nH]c2cc(OC)c(OC)cc2c1NC(=O)Oc1ccccc1,3.0%,1%,-8%,4%,6%,
CC1(c2nnc(Cc3ccccc3)o2)CC(c2ccc([N+](=O)[O-])cc2)=NO1 (stereo not given),i,5%,-3%,14%,32%,VEEV TC-83 Vero 10K pilot screen=0.0
Cc1c(Cl)cccc1NC(=O)C(=O)NNS(=O)(=O)c1ccc(F)cc1,0.8%,-12%,2%,3%,15%,
COC(=O)C1=C(c2ccc(-c3ccccc3)c(F)c2)C[C@@H]2CC[C@H]1N2C(=O)N1CCCC1,2.3%,.,0%,1%,7%,
CC(C)NS(=O)(=O)c1ccc(OCC(=O)Nc2ccc(F)cc2)cc1,0.3%,0%,-3%,0%,2%,
CCN(Cc1ccccc1)C(c1cccs1)c1nnnn1C1CCCCC1 (stereo not given),i,-4%,5%,0%,24%,
CC(OC(=O)CN1C(=O)c2ccccc2C1=O)C(=O)NCc1ccccc1 (stereo not given),1.3%,-4%,-14%,-1%,3%,
CC(=O)C1=C(C)N(Cc2ccco2)C(=O)C1(NC(=O)C1CCCCC1)C(F)(F)F (stereo not given),1.3%,1%,-6%,3%,42%,
CCN(CC)CCCNC(=O)C(C)Sc1nc(-c2ccccc2)cc(C(F)(F)F)n1 (stereo not given),i,6%,-1%,-9%,-11%,
Cc1cnc(C(=O)OCC(=O)NC(C)CCc2ccccc2)cn1 (stereo not given),0.7%,-5%,0%,-3%,18%,
CCOc1ncccc1C(=O)NCCc1ccc(S(N)(=O)=O)cc1,1.2%,-9%,-17%,2%,-5%,
COc1ccc(S(=O)(=O)N2CCCC(C(=O)NCc3ccccn3)C2)cc1 (stereo not given),0.5%,-2%,-5%,-9%,-9%,
c1ccc(-c2noc(-c3cccs3)n2)nc1,i,-1%,2%,-4%,-5%,
COc1ccc(OCC(O)Cn2c(=N)n(Cc3ccccc3)c3ccccc32)cc1 (stereo not given),i,11%,26%,12%,72%,
Cc1ccc(NC(=O)c2ccc(S(=O)(=O)N3CCOCC3)cc2)c(C)c1,0.5%,2%,5%,-2%,-2%,
CC(=O)c1cc2c(cc1NC(=O)c1ccc(Cl)cc1)OCCO2,1.2%,-4%,4%,-8%,-24%,
CCOc1ccc(-c2c(C(=O)N/N=C/c3ccc(C)s3)nnn2-c2nonc2N)cc1,11%,-18%,2%,8%,9%,
O=C(Nc1ccc2c(c1)OCCO2)c1ccc(Cl)cc1Cl,i,1%,54%,-12%,-11%,
O=[N+]([O-])c1ccc2nc(NS(=O)(=O)c3ccc(F)cc3)sc2c1,1.5%,5%,9%,7%,8%,

# Reprinted from above for reference:
SMILES,VEEV TC-83 Vero,PhoP GFP inhibition,H37Rv inhibition,influenza NS1A,M. tuberculosis,others
COc1cc2c(cc1OC)C(c1ccsc1)CC(=O)N2 (stereo not given),7.3%,-7%,2%,2%,-1%,
CCOC(=O)c1ccc([N+](=O)[O-])cc1NC(C)=O,i,-7%,4%,-2%,-5%,

# (further entries)
SMILES,VEEV TC-83 Vero,PhoP GFP inhibition,H37Rv inhibition,influenza NS1A,M. tuberculosis,others
Cc1ccc([N+](=O)[O-])cc1-c1ccc(/C=N\n2nnnc2N)o1,i,-9%,8%,-11%,26%,
CC1=CN(S(=O)(=O)c2ccc(C)cc2)C[C@@H]2[C@H]3CC[C@H](C3)[C@H]12,1.2%,.,.,-9%,.,
CC1Cc2cc(S(=O)(=O)N3CCC(C(=O)N4CCN(c5ccccc5F)CC4)CC3)ccc2N1C(=O)C1CC1 (stereo not given),4.6%,2%,-3%,-6%,33%,
CN1CCc2nc3sc(C(=O)C45CC6CC(CC(C6)C4)C5)c(N)c3cc2C1,8.0%,-9%,8%,-18%,4%,
O=C(Nc1ccccc1)N1CCN(c2ccc(F)cc2)CC1,i,3%,-5%,-83%,2%,
NC(=O)c1ccccc1NCC(=O)c1ccc(F)cc1,0.3%,-4%,-3%,-9%,-1%,
Cc1sc2ncnc(SCC(=O)NC(C)(C)C)c2c1C,6.8%,-9%,-3%,8%,-5%,
COCCNC(=S)N1CCN(C/C=C/c2ccccc2)CC1,0.4%,-2%,-5%,-8%,3%,
CCOc1cc2c(cc1C=O)OC(C)C2 (stereo not given),0.7%,1%,3%,1%,13%,

# Random excerpt: 7 records from the list
SMILES,VEEV TC-83 Vero,PhoP GFP inhibition,H37Rv inhibition,influenza NS1A,M. tuberculosis,others
CC1=CN(S(=O)(=O)c2ccc(C)cc2)C[C@@H]2[C@H]3CC[C@H](C3)[C@H]12,1.2%,.,.,-9%,.,
Cc1ccc([N+](=O)[O-])cc1-c1ccc(/C=N\n2nnnc2N)o1,i,-9%,8%,-11%,26%,
CN1CCc2nc3sc(C(=O)C45CC6CC(CC(C6)C4)C5)c(N)c3cc2C1,8.0%,-9%,8%,-18%,4%,
COCCNC(=S)N1CCN(C/C=C/c2ccccc2)CC1,0.4%,-2%,-5%,-8%,3%,
Cc1sc2ncnc(SCC(=O)NC(C)(C)C)c2c1C,6.8%,-9%,-3%,8%,-5%,
O=C(Nc1ccccc1)N1CCN(c2ccc(F)cc2)CC1,i,3%,-5%,-83%,2%,
NC(=O)c1ccccc1NCC(=O)c1ccc(F)cc1,0.3%,-4%,-3%,-9%,-1%,
